# High-throughput results (PubChem BioAssay)
# RAD54 branch: blocks human RAD54 Holliday junction branch migration; FAM/BHQ fluorescence; inhibition, % at 10.4 µM; 360,000 compounds, 0.14% hits; AID 602329;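 active means mean normalized replicate activity at least 40 and at least half of replicates scoring 40 or more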;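 further: 0% = median of neutral control wells and 100% = median of positive control wells; inhibitors cause a drop in the FAM fluorescence signal; in these data hits start at about 50%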
# Target sequence (Q92698 whole entry, looked up): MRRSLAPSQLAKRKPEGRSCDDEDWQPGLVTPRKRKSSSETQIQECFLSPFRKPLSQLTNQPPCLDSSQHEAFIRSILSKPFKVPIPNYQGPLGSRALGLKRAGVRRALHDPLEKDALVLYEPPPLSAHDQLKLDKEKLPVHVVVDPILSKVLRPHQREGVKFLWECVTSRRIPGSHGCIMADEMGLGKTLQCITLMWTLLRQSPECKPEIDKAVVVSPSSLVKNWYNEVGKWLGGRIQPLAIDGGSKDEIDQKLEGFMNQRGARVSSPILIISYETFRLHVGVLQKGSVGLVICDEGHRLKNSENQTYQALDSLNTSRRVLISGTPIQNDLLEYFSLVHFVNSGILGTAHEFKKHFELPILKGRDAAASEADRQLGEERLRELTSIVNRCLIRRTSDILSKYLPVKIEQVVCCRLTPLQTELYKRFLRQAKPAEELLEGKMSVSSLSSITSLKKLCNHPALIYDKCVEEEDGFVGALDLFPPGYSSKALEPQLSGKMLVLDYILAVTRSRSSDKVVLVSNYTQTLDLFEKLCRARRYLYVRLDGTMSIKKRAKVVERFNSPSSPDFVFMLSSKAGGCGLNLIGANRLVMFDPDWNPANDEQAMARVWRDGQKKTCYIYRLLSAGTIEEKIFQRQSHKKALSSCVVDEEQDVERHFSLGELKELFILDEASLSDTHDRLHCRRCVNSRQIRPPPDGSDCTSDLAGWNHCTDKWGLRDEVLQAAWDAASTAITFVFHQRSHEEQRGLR
# esBAF inh: SWI/SNF esBAF complex inhibition; mouse ES cells, Bmi1-luciferase knock-in reporter, 24 h; 100% = twice the neutral-well signal; 350,000 compounds, 2% hits; AID 602393; reporter increase, % at 12.5 µM; in the data active means activation above about 40%;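 further: 0% = median of the plate's neutral control wells and 100% = double that signal; a rise in the Bmi1 reporter signal indicates esBAF inhibition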
# RAD52 anneal inh: blocks human RAD52 DNA annealing. P43351. 360,000 compounds, 0.46% hits. recombinant RAD52 DNA annealing, FRET fluorescence. AID 651710. inhibition, % at 18.7 µM;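 active means every replicate showing at least 50% inhibition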
# S100A4 inh HTS: blocks human S100A4 binding to myosin IIA peptide; P26447; S100A4/TAMRA-MyoIIA peptide fluorescence polarization; inhibition, % at 10.7 µM; 360,000 compounds, 0.14% hits;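 active means mean inhibition of at least 70% across replicates, with every replicate also reaching that level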
# Target sequence (P26447 whole entry, looked up): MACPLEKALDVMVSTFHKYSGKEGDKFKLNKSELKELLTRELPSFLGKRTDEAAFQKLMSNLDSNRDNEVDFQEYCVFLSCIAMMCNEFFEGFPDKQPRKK
#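 Test system: S100A4 monomer protein. Medium: HEPES buffer with Ca2+, pH 7.2. Reagent: fluorescent myosin IIA peptide, 5 nM. Compound dosing: single-point compound testing. Timing: 5 min between mix addition and reading. Benchmarks: DMSO neutral and TFP positive wells.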
# FN deposit inh: fibronectin deposition inhibition. AH1F fibroblasts, Alexa488-fibronectin deposition fluorescence, overnight. inhibition, % at 12.6 µM. 350,000 compounds, 0.086% hits. AID 743247;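 active means mean inhibition across replicates of 30% or more, regardless of how many single replicates reach that level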;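 further: positive control wells lacked labelled fibronectin entirely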
#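 Measured by – fluorescence 485/525 nm · System – AH1F fibroblast monolayer, labelled fibronectin deposition · Amount – 10000 cells per well · Buffer or medium – serum-reduced DMEM (2% serum) · Doses – single dose, pinned · Also added – fluorescent fibronectin at 24 nM final · Schedule – 1 h cell attachment, overnight exposure to compound and label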
# E-sel inducer: E-selectin induction on HUVECs. HUVEC E-selectin immunofluorescence imaging; normalized: neutral wells 0, TNF-alpha wells 100. activation, % at 7.58 µM. 260,000 compounds, 0.37% hits;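 active means mean E-selectin-positive cell signal at least 10% of the positive control, reached in at least 60% of replicates, without over 20% cell loss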;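 further: in these data hits start at about 27%; measured in HUVEC primary endothelial cells; signal is the percent of cells scored E-selectin positive by PE staining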
#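 Read-out: % PE-positive cells | Test system: HUVEC | Doses: One compound dose added by pin transfer | Buffer or medium: EGM-2 over gelatin coat | Signal: Immunofluorescence imaging | Benchmarks: TNF-alpha, DMSO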
# Xi reactivation: X-chromosome reactivation activator; XiGFP mouse fibroblasts, % GFP-positive cells imaging, 3 d; cells co-treated with 5-aza-dC sensitizer; scaled so ellipticine positive control = 100%; activation, % at 7.58 µM; 360,000 compounds, 0.055% hits; AID 743238;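 active means mean normalized replicate activation at least 10% and every replicate at or above 10%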;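 further: 0% = median of on-plate neutral control wells and 100% = ellipticine 6 µM median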
#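 Material: XiGFP fibroblasts, SV40-immortalized. Buffer or medium: DMEM plus 5-aza-dC sensitizer. Compound: single concentration per compound, delivered by pin transfer. Times: 3 days compound exposure. Controls: ellipticine 6 µM.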
# EWS-Fli inh: EWS/Fli transcriptional activity inhibition; 350,000 compounds, 0.67% hits; A673 NR0B1-luciferase reporter, viability-normalised; inhibition, % at 12.6 µM;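 active means mean inhibition of at least 50% after viability correction, with every replicate also passing that limit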;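 further: firefly luciferase signal divided by Alamar Blue viability fluorescence both relative to DMSO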
# * = called active by the depositor; . = no result given; & = joins results of further samples.
SMILES	RAD54 branch	esBAF inh	RAD52 anneal inh	S100A4 inh HTS	FN deposit inh	E-sel inducer	Xi reactivation	EWS-Fli inh
Cc1noc(C)c1S(=O)(=O)N(C)C[C@@H]1OCCCC[C@H](C)Oc2ccc(NC(=O)NC(C)C)cc2C(=O)N([C@@H](C)CO)C[C@H]1C	0	-3	4	-5	-3	.	0.4	-23
COc1ccc(N(CC(=O)NC(C)(C)C)C(=O)CCC(=O)Nc2nccs2)cc1	0	4	-7	-2	12	.	0.0	7
OC[C@@H]1CN(Cc2ccc3c(c2)OCO3)C[C@H](n2cnc3c(N4CCOCC4)ncnc32)O1	-2	-6	-11	-13	7	0.8	0.0	9
CC1(C)CC(=O)C=C(c2n[nH]nc2-c2ccc(F)c(F)c2)C1	2	0	-14	1	4	-0.4	0.3	14
COCCN1Cc2cccc(C(=O)NC(C)CCc3ccco3)c2C1=O (stereo not given)	.	-9	-13	-5	.	.	0.3	-3
O=C(CC1CC1)N1CC2(C1)[C@@H](c1ccccc1)[C@H](CO)N2C(=O)c1cccnc1	.	.	-1	-1	.	0.5	0.3	-8
CC1(c2cccc(Br)c2)NC(=O)N(CC(=O)Nc2ccc3c(c2)OCO3)C1=O (stereo not given)	-6	-4	-7	4	-3	0.3	0.0	3
CC1CC(C)CN(S(=O)(=O)c2ccc3c(c2)NC(=O)C(C)C(=O)N3)C1 (stereo not given)	19	1	-4	1	0	.	-0.1	7
Cc1cc(SCC(=O)OCC(=O)N(C)c2ccccc2)nc2ccccc12	.	.	-14	-1	-3	-0.2	-0.1	0
CC(=O)Oc1ccc2cc(-c3cccnc3)c(=O)oc2c1	.	11	-2	-2	9	-0.1	0.1	-8
O=C(CSc1cn(CCNC(=O)c2ccccc2)c2ccccc12)NCC1CCCO1 (stereo not given)	0	.	-9	-7	0	-1.0	0.0	-6
CN(Cc1ccc2nonc2c1)Cc1nc(Cc2cccc(F)c2)no1	.	.	-11	-9	5	-0.6	0.1	18
COc1ccc2nc(-c3ccc(CN4CCC(c5nc6ccccc6[nH]5)CC4)cc3)c(-c3ccccc3)nc2c1	.	.	-45	4	13	0.3	0.3	22
O=C(O)C1CCN(C(=O)CSc2nc3cc(Cl)ccc3c(=O)n2Cc2ccccc2)CC1	-4	-8	0	0	5	0.5	0.3	16
CCn1nc(C)cc1C(=O)N1CCCC(C(=O)c2ccc(OC)cc2C)C1 (stereo not given)	-7	-2	-1	-5	-8	.	0.0	.
Cc1ccc(CC(NC(=O)c2ccccc2)C(=O)NC(Cc2ccccc2)C(=O)O)cc1 (stereo not given)	-5	2	2	4	-12	.	0.8	2
COc1ccc([C@H]2CC(=O)C=C(c3ccc(C)c4ccccc34)C2)cc1	-16	-1	3	5	-11	0.2	0.0	17
COc1ccc(CN2CC[C@@H](N3CCOCC3)[C@H](O)C2)cc1F	-4	-2	-18	-6	0	.	0.0	3
CC(O)(c1ccccc1)c1nc(-c2cc3ccccc3o2)cs1 (stereo not given)	-12	49*	-12	-3	-2	-0.2	0.0	-54
COc1ccc(S(=O)(=O)Nc2ccc3c(c2)C(=O)N([C@H](C)CO)C[C@@H](C)[C@H](CN(C)Cc2ccc(C(F)(F)F)cc2)OCCCC[C@@H](C)O3)cc1	-1	2	25	9	-13	0.0	0.3	24
COC(=O)c1ccc(CNC(=O)c2ccc(NS(=O)(=O)c3ccc4[nH]c(=O)[nH]c4c3)cc2)cc1	12	-7	-15	2	5	0.0	0.0	-1
Nc1ccc(C(=O)N/N=C/c2cccc(Oc3ccccc3)c2)cc1	-3	14	-42	-2	.	0.5	0.3	.
Cc1ccc(NC(=O)CS(=O)CC(=O)N(CC(=O)NC2CCCC2)c2cccc(C)c2C)cc1 (stereo not given)	-2	-5	-17	0	-2	.	.	.
Cc1ccc(S(=O)(=O)Nc2ccc(S(=O)(=O)NCC3CCCO3)cc2)cc1 (stereo not given)	-5	-1	-6	0	-11	.	0.6	10
CO[C@H]1CN(C)C(=O)c2ccc(NS(=O)(=O)c3cccc(F)c3)cc2OC[C@H](C)NC[C@H]1C	-1	0	0	3	-8	0.3	0.0	-2
COc1ccc(C(=O)N2CCN(S(=O)(=O)c3ccc4c(c3)OCCO4)CC2)cc1	1	-12	-9	-1	-1	-0.3	0.0	17
c1ccc(CCc2cc3ccccc3[nH]2)cc1	-8	27	-7	6	6	0.0	0.1	-80
Cc1ccc([N+](=O)[O-])cc1NC(=O)c1ccc2c(c1)OCO2	.	.	-7	-1	-5	.	0.2	-12
COc1ccc2[nH]c(=O)c(CN(C(=O)NC3CCCCC3)C3CCCCC3)cc2c1	3	17	-9	6	-20	.	.	.
COc1ccc([N+](=O)[O-])cc1NC(=O)c1ccc(C)o1	.	.	8	-11	5	.	-0.2	2
CC(=O)Nc1ccc(NC(=O)c2ccc(NS(=O)(=O)c3cccc4cccnc34)cc2)cc1	-4	4	-9	5	-5	-0.1	0.4	8
CCNC(=O)C[C@H]1CC[C@H]2[C@@H](COC[C@H](O)CN2C(=O)Nc2ccc3c(c2)OCO3)O1	5	3	-14	-5	-14	0.2	0.0	-2
O=C(NC1CCCCC1)C(c1ccccc1)N(Cc1cccnc1)C(=O)c1csnn1 (stereo not given)	-1	-2	-4	-3	2	.	0.2	2
CNC(=O)C[C@@H]1CC[C@H]2[C@@H](COC[C@H](O)CN2Cc2ccccc2F)O1	-4	2	-7	47	2	0.0	0.2	.
CO[C@H]1CN(C)C(=O)c2ccc(NC(=O)C3CC3)cc2OC[C@@H](C)NC[C@H]1C	4	2	-5	-3	-8	0.0	-0.5	-5
O=C(N[C@H]1C=C[C@@H](CC(=O)N2CCN(c3ccccc3)CC2)O[C@@H]1CO)c1ccccc1	-15	-2	-9	1	-4	0.2	0.4	-2
COc1ccc(-c2coc3cc4oc(=O)c(CC(=O)O)c(C)c4cc23)cc1	-7	1	-7	0	-8	0.1	0.0	19
COc1cc(/C=C2/SC(=S)N(Cc3ccccc3)C2=O)ccc1O	-6	16	-32	-7	-1	.	0.1	-11
Cc1cccc(-c2nc(CN3CCCC(C(=O)NC4CCCCCC4)C3)c(C)o2)c1 (stereo not given)	1	4	.	.	-9	0.0	.	.
O=C(NNC(=S)Nc1ccccc1C(F)(F)F)c1cccnc1	.	.	2	2	-5	.	0.0	11
C[C@@H]1CN([C@@H](C)CO)C(=O)c2cccc(NC(=O)Nc3ccccc3)c2O[C@H]1CN(C)C(=O)Nc1ccccc1	-17	-1	5	6	.	1.5	0.2	4
CC(=O)Nc1cnc(-c2cccc(C(=O)N3CCOCC3)c2)cn1	-3	8	-12	-2	.	0.0	-0.1	-8
O=C(O)c1cccc(Nc2nc(-c3cc4ccccc4oc3=O)cs2)c1	-24	51*	-36	3	-3	.	0.0	-4
CC(C)NC(=O)N1[C@H](CO)[C@@H]2c3ccccc3N(C(=O)Nc3ccccc3)C[C@@H]21	-3	16	0	6	-5	0.1	0.0	-26
CC(C)NC(=O)N1[C@H](CO)[C@@H](c2ccccc2)[C@H]1CNC(=O)CN(C)C	-15	2	.	.	-13	-0.1	0.1	-7
CCNC(=O)c1cc2c(c(-c3cccc(-c4cncnc4)c3)n1)[C@H](CCO)N(C(C)=O)C2	-7	-14	11&-18	4&-1	0&6	0.1&-0.2	0.1&0.0	6&-1
CCC(=O)N(C)C[C@@H]1Oc2cc(C#CCC3CCCC3)ccc2S(=O)(=O)N([C@H](C)CO)C[C@H]1C	3	-4	3	-1	.	1.2	-1.0	13
Cc1noc(C)c1NC(=O)Nc1cccc2c1O[C@@H](CN(C)C(=O)NC1CCCCC1)[C@H](C)CN([C@H](C)CO)C2=O	-4	3	-8	2	-6	-0.1	0.8	-3
Cc1nc2sc(C(=O)Nc3ccccc3Cc3ccccc3)c(C)c2c(=O)[nH]1	-7	-5	-15	-7	-12	0.2	-0.1	-1
Cc1ccc(NC(=O)Nc2nnc(-c3ccccc3F)s2)cc1	.	.	-6	0	1	0.2	0.0	-82

# In another format: results already given
compound: CCNC(=O)c1cc2c(c(-c3cccc(-c4cncnc4)c3)n1)[C@H](CCO)N(C(C)=O)C2
  RAD54 branch = -7; esBAF inh = -14; RAD52 anneal inh = 11&-18; S100A4 inh HTS = 4&-1; FN deposit inh = 0&6; E-sel inducer = 0.1&-0.2; Xi reactivation = 0.1&0.0; EWS-Fli inh = 6&-1

compound: CCC(=O)N(C)C[C@@H]1Oc2cc(C#CCC3CCCC3)ccc2S(=O)(=O)N([C@H](C)CO)C[C@H]1C
  RAD54 branch = 3; esBAF inh = -4; RAD52 anneal inh = 3; S100A4 inh HTS = -1; FN deposit inh = .; E-sel inducer = 1.2; Xi reactivation = -1.0; EWS-Fli inh = 13

compound: Cc1noc(C)c1NC(=O)Nc1cccc2c1O[C@@H](CN(C)C(=O)NC1CCCCC1)[C@H](C)CN([C@H](C)CO)C2=O
  RAD54 branch = -4; esBAF inh = 3; RAD52 anneal inh = -8; S100A4 inh HTS = 2; FN deposit inh = -6; E-sel inducer = -0.1; Xi reactivation = 0.8; EWS-Fli inh = -3

compound: Cc1nc2sc(C(=O)Nc3ccccc3Cc3ccccc3)c(C)c2c(=O)[nH]1
  RAD54 branch = -7; esBAF inh = -5; RAD52 anneal inh = -15; S100A4 inh HTS = -7; FN deposit inh = -12; E-sel inducer = 0.2; Xi reactivation = -0.1; EWS-Fli inh = -1

# (more compounds)
SMILES	RAD54 branch	esBAF inh	RAD52 anneal inh	S100A4 inh HTS	FN deposit inh	E-sel inducer	Xi reactivation	EWS-Fli inh
O=C(NCc1ccc(F)cc1)[C@@H]1[C@@H](CO)[C@@H]2Cn3c(ccc(-c4cccnc4)c3=O)[C@H]1N2	-7	0	-13	-3	.	0.1	0.0	1
CC(C)C[C@H](NC(=O)CCCn1nnc2ccccc2c1=O)C(=O)O	-7	-3	-9	-2	1	-0.4	0.2	0
CN(C)C(CNC(=O)c1ccc(C(F)(F)F)cc1)c1ccco1 (stereo not given)	4	3	-11	-4	2	.	0.0	-30
CCOC(=O)N1CCC(NC(=O)CCCC(=O)O)CC1	-4	.	-21	-3	8	0.0	0.0	-1
CCCNC(=O)[C@H]1[C@H](CO)[C@H]2Cn3c(cccc3=O)[C@H]2N1C(=O)C1CCC1	-6	-1	2	15	-4	0.1	0.0	12
Cc1noc(C)c1CN1C(=O)c2cccc([N+](=O)[O-])c2C1=O	-1	1	-4	-4	1	0.1	0.5	-7
Cc1cccc2nc(-c3cccnc3)c(Nc3ccccc3)n12	3	-1	-10	3	4	.	-0.2	13
CC(C)NC(=O)Nc1ccc2c(c1)C(=O)N([C@H](C)CO)C[C@H](C)[C@H](CN(C)C(=O)Nc1ccc3c(c1)OCO3)OCCCC[C@H](C)O2	-5	10	0	10	-3	.	0.0	-13

# In the list so far, these contain a CF3 group.
SMILES	RAD54 branch	esBAF inh	RAD52 anneal inh	S100A4 inh HTS	FN deposit inh	E-sel inducer	Xi reactivation	EWS-Fli inh
COc1ccc(S(=O)(=O)Nc2ccc3c(c2)C(=O)N([C@H](C)CO)C[C@@H](C)[C@H](CN(C)Cc2ccc(C(F)(F)F)cc2)OCCCC[C@@H](C)O3)cc1	-1	2	25	9	-13	0.0	0.3	24
O=C(NNC(=S)Nc1ccccc1C(F)(F)F)c1cccnc1	.	.	2	2	-5	.	0.0	11
CN(C)C(CNC(=O)c1ccc(C(F)(F)F)cc1)c1ccco1 (stereo not given)	4	3	-11	-4	2	.	0.0	-30
